Myeloid diff MLP – myeloid differentiation induction; ER-HoxA9 myeloid progenitors, lysozyme-GFP differentiation, flow cytometry; calls only at 10 µM; hit rate 1% among 360,000; AID 624256;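 active means normalized GFP-positive differentiation at or above the plate's own cutoff, the solvent-only control mean plus 3 SD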;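 further: cells exposed to compound for four days before flow analysis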
MT stabilizer – stabilizes microtubules in HeLa cells; HeLa tubulin immunostaining HCS, 24 h; share of cells brighter than vehicle mean+2SD; % tubulin-high responders, % at 10 µM; hit rate 0.83% among 200,000; AID 2205;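 active means plate Z-score above 3 for both tubulin-high and condensed-nucleus cell shares, with cell loss under 80%, at 10 µM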;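 further: anti alpha tubulin signal scored within the nucleus-defined area of each cell; some results filed as inactive read as strong as hits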
Autophagy mod – alters autophagy in cells; MEF GFP-LC3 puncta imaging; test concentration mostly 10 µM; calls only at 10 µM (by protocol); hit rate 0.98% among 190,000;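 active means percentage of spot-positive cells more than 3 SD above its plate mean, without a fluorescence outlier flag or 80% toxicity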;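 further: spot-positive cell cutoff set from DMSO-treated cells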
West Nile antiviral – inhibition of WNV-induced cytopathic effect – cell-based, CPE readout (AID 1621) | West Nile virus-infected cells, CPE inhibition; higher % means a stronger effect | hit rate 0.02% among 290,000 | CPE inhibition, % at 10 µM, or IC50 in µM where a hit was titrated; in the data active means a potency from the dose series; further: strong numbers were not always called active
T cell modulator – T cell immune modulators affecting CD8 T cell-vesicle binding; 2C CD8+ T cell-vesicle binding, flow cytometry; active compounds read low; hit rate 0.068% among 330,000; calls only at 7 µM;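 active means response, share of CD8 T cells binding vesicles, and their 90th percentile fluorescence all below set limits, cut at about 80% in these data, passing the limit was not always enough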
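Assay system: 2C TCR transgenic mouse naive CD8+ T cells, MACS-purified | Read-out: CD8+ gate FL2 mean fluorescence as % of same-row positive control | Signal: High-throughput flow cytometry with anti-B7-1 and anti-CD8 staining | Timing: Binding step 1.5 h, 37 °C, antibody labelling 20 min, ice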
bCat nuc transl – modulators of beta-catenin nuclear translocation; HeLa beta-catenin nuclear translocation, immunofluorescence imaging; nuclear translocation activity, % at 5 µM; hit rate 0.3% among 190,000; AID 1665;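 active means nuclear translocation activity above 50% at 5 µM, with a well cell count of 50 or more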;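 further: per-cell ratio of nuclear to cytoplasmic median beta-catenin stain intensity; plate controls were DMSO negative control for no effect and GSK-3 inhibitor IX positive control for full effect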
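System: Human HeLa cells, endogenous beta-catenin | Compound dosing: 5 µM primary, 0.02–20 µM confirmation | Timing: 24 h compound exposure at 37°C, 5% CO2 | Measured by: Fluorescence imaging of beta-catenin antibody stain plus DAPI | Read-out basis: % activation of per-cell nuclear versus cytoplasmic median beta-catenin signal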
Hep lipid drop – modulators of hepatic lipid droplet formation; AML12 mouse hepatocytes, oleate lipid droplets, BODIPY imaging; inhibition, % at 6.5 µM; hit rate 0.4% among 240,000; AID 1656;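 active means lipid droplet intensity inhibited by at least 50%, with more than 500 cells counted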
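System: AML12 hepatocytes (mouse). Probe or stimulus: oleic acid at 100 µM to induce lipid droplet formation. Times: overnight treatment with compound plus oleate. Detection: Image-based BODIPY and DAPI two-channel analysis. Evaluation: percent inhibition of filter-corrected integrated lipid droplet intensity per well.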
Ins promoter up – MIN6 insulin promoter up-regulation. MIN6 insulin promoter-GFP reporter, high-content imaging; active compounds read high. z-score at 5 µM. hit rate 0.3% among 190,000;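 active means z-score above 3 at 5 µM with at least 500 cells counted in the well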
WT yeast gro inh – growth inhibition of WT yeast, mitochondrial fusion screen | inhibition, % at 10 µM | hit rate 2.1% among 190,000 | mitochondrial fusion phenotypic screen, WT strain | AID 1362; in the data active means inhibition above about 58%; tested in S. cerevisiae
WT yeast gro inh mutant strain – also measured in WT yeast gro inh; calls as there; inhibition, %; mitochondrial fusion phenotypic screen, mutant strain inhibition
Ins promoter up cell count – second read-out of Ins promoter up, no call of its own (marks repeat the call); cell count; measured here: cytotoxicity, nuclei count;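 total cells summed across four imaged fields per well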
Hep lipid drop cells 6.5 µM – also measured in Hep lipid drop; calls as there; cell count; measured here: cell count, cytotoxicity flag;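 cells counted across two imaged fields per well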
bCat nuc transl cell count 5 µM – further read-out of bCat nuc transl, marked with its call; cell count; measured here: cell count, cytotoxicity flag
T cell modulator vesicle-bound % – recorded beside T cell modulator, whose call it bears; double positive events, %; measured here: CD8+ vesicle-bound cell fraction;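 binding gate set so that unloaded-vesicle control wells show 10% double positive cells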
MT stabilizer Hoechst-high % – also measured in MT stabilizer; calls as there; % Hoechst-high responders; measured here: nuclear condensation Hoechst responders;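 share of cells brighter than vehicle mean plus two SD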
MT stabilizer cytotoxicity % – recorded beside MT stabilizer, whose call it bears; toxicity, %; measured here: cytotoxicity by cell density;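 0% = mean cell density of plate MIN control wells and 100% = no cells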
Autophagy mod cell loss 18 h – further read-out of Autophagy mod, marked with its call; toxicity, %; measured here: cell loss, nuclei count;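 cell loss after 18 h compound exposure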
Myeloid diff MLP GFP+ MAC1+ % – further read-out of Myeloid diff MLP, marked with its call; GFP+ MAC1+ double positive, %; measured here: differentiation confirmed by MAC1 staining
The depositor's hits bear a star; i = inactive; . = not tested or not shown. Hits appear at their usual frequency. About 3.9% of those tested had a hit in this group.

A first look, 6 compounds:
mol	Myeloid diff MLP	Myeloid diff MLP GFP+ MAC1+ %	MT stabilizer	MT stabilizer Hoechst-high %	MT stabilizer cytotoxicity %	Autophagy mod	Autophagy mod cell loss 18 h	West Nile antiviral	T cell modulator	T cell modulator vesicle-bound %	bCat nuc transl	bCat nuc transl cell count 5 µM	Hep lipid drop	Hep lipid drop cells 6.5 µM	Ins promoter up	Ins promoter up cell count	WT yeast gro inh	WT yeast gro inh mutant strain
O=C(Nc1ccncc1)c1ccc(NS(=O)(=O)c2cccc(F)c2)cc1	i	0.2	1.0	3.0	5.5	i	-1	-0.8%	i	36	.	.	16	679	-0.05	1390	-11	-7
O=C(CN1CCN(Cc2ccc3c(c2)OCO3)CC1)Nc1cc(S(=O)(=O)N2CCCC2)ccc1Cl	i	0.4	1.8	2.0	7.2	i	29	-1.5%	i	35	-1.8	1087	-16	697	-0.57	1201	-13	12
CC1CCC(N2CCN(S(C)(=O)=O)CC2)CC1 (stereo unspecified)	i	0.5	6.2	2.4	16	i	74	-0.1%	i	49	-2.3	1217	4	718	-1.1	850	2	-9
COC(C)(C)[C@]12CC(O)(c3ccccc3)ON1[C@H]1CCCCC1N2O (stereo partly specified)	i	1.0	4.4	4.7	11	i	16	-0.1%	i	12	-5.8	1252	-12	788	-0.04	1161	-4	0
CCN(CC)CCOc1ccc2nc(N(C)C)sc2c1	i	0.2	1.3	1.6	5.5	i	4	-0.2%	i	52	-0.3	1427	.	.	0.66	1302	-10	-12
C#CCOCCOCCOCCNc1nc(N2CCN(C(=O)[C@H]([C@@H](C)CC)n3cc([C@@H](N)CC(C)C)nn3)CC2)nc(N2CCN(C(=O)[C@H](Cc3cc4ccccc4[nH]3)n3cc([C@@H](N)CC(C)C)nn3)CC2)n1	.	.	.	.	.	.	.	-0.2%	.	.	2.3	1397	26	710	0.12	924	.	.

Main list, repeating the preview:
mol	Myeloid diff MLP	Myeloid diff MLP GFP+ MAC1+ %	MT stabilizer	MT stabilizer Hoechst-high %	MT stabilizer cytotoxicity %	Autophagy mod	Autophagy mod cell loss 18 h	West Nile antiviral	T cell modulator	T cell modulator vesicle-bound %	bCat nuc transl	bCat nuc transl cell count 5 µM	Hep lipid drop	Hep lipid drop cells 6.5 µM	Ins promoter up	Ins promoter up cell count	WT yeast gro inh	WT yeast gro inh mutant strain
O=C(Nc1ccncc1)c1ccc(NS(=O)(=O)c2cccc(F)c2)cc1	i	0.2	1.0	3.0	5.5	i	-1	-0.8%	i	36	.	.	16	679	-0.05	1390	-11	-7
O=C(CN1CCN(Cc2ccc3c(c2)OCO3)CC1)Nc1cc(S(=O)(=O)N2CCCC2)ccc1Cl	i	0.4	1.8	2.0	7.2	i	29	-1.5%	i	35	-1.8	1087	-16	697	-0.57	1201	-13	12
CC1CCC(N2CCN(S(C)(=O)=O)CC2)CC1 (stereo unspecified)	i	0.5	6.2	2.4	16	i	74	-0.1%	i	49	-2.3	1217	4	718	-1.1	850	2	-9
COC(C)(C)[C@]12CC(O)(c3ccccc3)ON1[C@H]1CCCCC1N2O (stereo partly specified)	i	1.0	4.4	4.7	11	i	16	-0.1%	i	12	-5.8	1252	-12	788	-0.04	1161	-4	0
CCN(CC)CCOc1ccc2nc(N(C)C)sc2c1	i	0.2	1.3	1.6	5.5	i	4	-0.2%	i	52	-0.3	1427	.	.	0.66	1302	-10	-12
C#CCOCCOCCOCCNc1nc(N2CCN(C(=O)[C@H]([C@@H](C)CC)n3cc([C@@H](N)CC(C)C)nn3)CC2)nc(N2CCN(C(=O)[C@H](Cc3cc4ccccc4[nH]3)n3cc([C@@H](N)CC(C)C)nn3)CC2)n1	.	.	.	.	.	.	.	-0.2%	.	.	2.3	1397	26	710	0.12	924	.	.
O=C(Cc1n[nH]c(=O)c2ccccc12)N/N=C/c1cc2c(cc1Cl)OCO2	i	0.4	.	.	.	.	.	-0.7%	i	21	.	.	-22	830	.	.	.	.
COc1ccc2c(c1)c1nc(SCC(C)C)n(CCO)c(=O)c1n2C	i	1.2	2.0	3.3	5.5	i	-6	0.1%	i	25	.	.	.	.	-2	1014	-18	-6
Cc1ccc(NC(=O)c2sc(Cl)nc2C)c(C)c1	i	0.2	4.3	3.5	8.3	i	-3	-0.1%	i	4	-0.9	1032	10	663	0	1368	-7	-8
Cc1ccc(OCCCCNC2CCCC(C)C2C)c(C)c1 (stereo unspecified)	i	0.2	4.8	3.2	5.6	i	-3	-1.5%	i	52	-1.2	1005	-4	642	-0.83	1610	63*	60*
C=CCOc1ccc(C2N3CC4(C)CN2CC(CCC)(C3)C4=O)cc1 (stereo unspecified)	.	.	3.5	1.7	6.6	i	3	1.0%	i	8	-4.4	902	.	.	0.49	1315	-3	-2
COc1ccc(CNC(=O)C(c2ccco2)N(C(=O)Cc2cccs2)c2cccnc2)cc1 (stereo unspecified)	i	0.5	3.6	2.1	5.0	i	15	-1.1%	i	20	1.3	893	50	700	.	.	-18	-9
COc1ccc(C(=O)N(CCc2ccccc2)Cc2ccccc2)c(OC)n1	i	0.2	.	.	.	.	.	-1.3%	i	22	.	.	0	823	.	.	.	.
CCCCOc1cccc(C(=O)Nc2ccc(N3CCN(CC)CC3)cc2)c1	i	0.7	3.5	1.8	6.4	i	9	-0.5%	i	46	.	.	-6	660	-0.19	1193	0	1
COc1ccc(/C=C/c2nc(-c3ccccc3)cc(=O)[nH]2)cc1	i	0.3	.	.	.	.	.	-0.3%	i	23	-1.1	1351	-1	721	-0.22	975	.	.
O=S(=O)(Nc1nc2ccccc2nc1NCCO)c1cccc(Cl)c1	i	1.9	2.5	1.9	5.4	i	-2	0.3%	i	43	-2.8	1239	-12	742	0.58	1244	-7	-2
COc1ccc(CCNc2oc(-c3ccc(C)cc3)nc2C#N)cc1OC	i	1.2	3.8	3.2	7.4	i	-6	-0.7%	i	39	-0.8	1079	-20	682	-0.88	1593	3	-5
CN(Cc1ccco1)S(=O)(=O)c1cc(F)ccc1CN1C(=O)c2cccnc2C1=O	i	0.8	.	.	.	.	.	0.5%	i	32	.	.	1	761	.	.	.	.
Cc1cc(C(=O)O)sc1C	i	0.6	2.3	1.5	5.6	i	11	-0.8%	i	22	-3.5	1225	-23	681	.	.	-9	-9
CCOCCCN(C(=O)CNC(=O)c1ccco1)C(C(=O)NC1CCCC1)c1cccc(OC)c1 (stereo unspecified)	i	0.3	.	.	.	.	.	-0.7%	i	16	.	.	-7	776	.	.	.	.
Cc1cc(C)n(-c2nc(C)nc(N)n2)n1	i	1.0	1.8	2.6	16	i	4	-0.1%	i	7	.	.	2	742	0.16	1305	1	14
CCOC(=O)CNC(=O)c1cn(CC(C)C)c(=O)c2cc(OC)c(OC)cc12	i	0.8	19	25	96	i	-6	-0.4%	i	22	-2.6	1292	-2	775	-0.13	1165	3	4
Cc1cccn2c(CNCCCOc3cccnc3)c(C(=O)N3CCOCC3)nc12	i	0.5	2.8	1.6	2.7	i	-2	-0.8%	i	13	-2.5	1091	-10	615	1.5	1496	15	-2
C=CCSc1nccc(=O)[nH]1	i	1.2	3.0	3.5	9.6	i	5	0.2%	i	57	.	.	11	614	-0.39	1580	-12	-17
COc1ccc(-c2cc(C(=O)NNC(=S)NC(=O)c3c(-c4ccccc4)noc3C)[nH]n2)cc1	i	0.6	2.9	2.9	12	i	10	-1.3%	i	37	-0.4	1019	-18	679	-0.36	1468	-2	-5
CCC(CC)c1nnc(NC(=O)CCCN2C(=O)c3ccccc3C2=O)s1	i	0.5	2.2	1.6	6.6	i	-2	0.6%	i	38	-4.9	1188	-10	700	0.17	933	-4	11
CC1(C)Cc2c(c(-c3ccco3)nc3n[nH]c(N)c23)CO1	i	0.8	2.1	2.2	7.4	i	1	0.9%	i	51	.	.	.	.	2.9	1264	1	-2
O=C(Nn1cnnc1)C(Sc1ccccc1)c1ccccc1 (stereo unspecified)	i	8.8	2.6	1.3	7.3	i	-10	0.3%	i	21	-1.5	782	.	.	-0.37	935	-4	-4
COc1ccc(F)c(-c2nc(CN3CCC(c4ccccc4)CC3)c(C)o2)c1	i	0.2	4.4	1.0	3.7	i	4	-0.2%	i	21	1.2	1465	-66	720	-0.27	1474	40	25
COc1ccc(Cn2nnnc2C(c2ccc3ncccc3c2)N2CCN(C3CCCCC3)CC2)cc1 (stereo unspecified)	i	0.8	3.2	1.8	8.3	i	-18	1.2%	i	38	-1.0	1057	-3	692	-0.12	1255	-6	-8
CCCNS(=O)(=O)c1cc2c3c(c1)C(C)C(=O)N3CCC2 (stereo unspecified)	i	6.0	.	.	.	.	.	-0.2%	i	24	.	.	13	726	.	.	.	.
Cc1ccccc1Cn1c2ccccc2c2cnn(CC(=O)NCCCN3CCOCC3)c(=O)c21	i	1.0	.	.	.	.	.	2.8%	i	15	.	.	-19	610	.	.	.	.
Cc1c(C(=O)NCc2ccccc2Cl)oc2c1C(=O)CCC2	.	.	1.9	1.5	10	i	-2	0.0%	.	.	.	.	9	820	0.16	1036	-8	-8
COCCn1nnnc1C(C(C)C)N1CCOCC1 (stereo unspecified)	i	7.5	1.8	1.4	5.6	i	1	0.1%	i	47	-2.0	880	.	.	0.8	1103	2	19
CCNc1nc(NC(C)C)nc(Oc2ccc(=O)n(C)n2)n1	i	0.3	1.8	0.7	3.0	i	25	-0.5%	i	53	0.2	1214	-4	670	-0.62	1450	2	-7
CCCC(=O)NC(=S)c1c(C)n(C)n(-c2ccccc2)c1=O	i	0.4	3.3	2.6	5.3	i	1	-0.4%	i	37	2.0	1066	11	682	-0.43	1180	-12	4
